Yeast growth inh: chemicals that inhibit yeast BB579 growth in restrictive medium (lifespan-shortening candidates) | S. cerevisiae BB579 growth, OD615, 48 h | actives 0.51% (n = 140,000) | inhibition, % at 10 µM | AID 804;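 active = inhibition above a set limit, 3 SD over the mean compound inhibition, cut at about 44% in these data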; also: inactives centre near -24
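System: Saccharomyces cerevisiae DeaD strain BB579, replicative lifespan model yeast | Buffer or medium: Restrictive glucose-based CSMM-D medium | Times: 4 h preincubation and 48 h exposure at 30 °C | Detection: OD615 turbidity measurement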
GALR2 blocker: blocks the human galanin receptor 2 | GALR2-expressing cells, antagonist mode | inhibition, % at 4 µM | actives 0.39% (n = 140,000) | AID 828; in the data active = inhibition above about 27%;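 also: cells stimulated with galanin 1-16 at roughly its EC80; 0% = agonist challenge control and 100% = basal control without agonist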
Target sequence (O43603 whole entry, looked up): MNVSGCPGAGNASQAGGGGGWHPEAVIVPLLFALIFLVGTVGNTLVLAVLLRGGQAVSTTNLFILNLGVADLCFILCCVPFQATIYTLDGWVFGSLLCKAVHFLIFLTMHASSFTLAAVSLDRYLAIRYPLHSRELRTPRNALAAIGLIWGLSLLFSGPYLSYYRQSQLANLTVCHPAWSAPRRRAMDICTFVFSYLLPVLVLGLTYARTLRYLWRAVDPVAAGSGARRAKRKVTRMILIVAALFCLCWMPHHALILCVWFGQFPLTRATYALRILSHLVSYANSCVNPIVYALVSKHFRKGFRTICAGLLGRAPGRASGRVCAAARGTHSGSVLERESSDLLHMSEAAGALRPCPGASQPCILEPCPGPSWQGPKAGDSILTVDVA
bCat KO growth: beta-catenin-lacking colon tumor cell growth suppression; HCT116 beta-catenin knockout viability, CellTiter-Glo, 60 h; stronger effect = lower value; viability, % at 10 µM; actives 1.5% (n = 140,000); AID 818;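 active = viability at or under a set limit, the compound median less 4 SD, cut at about 6% in these data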;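 also: 0% = Hyamine 1622 control at 20 µM and 100% = untreated cell control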
Yeast life ext: yeast lifespan extension. S. cerevisiae growth with nicotinamide, OD615; deaD strain in restrictive glucose medium. inhibition of the nicotinamide effect, % at 10 µM. actives 0.68% (n = 130,000). AID 775;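 active = inhibition above a set limit, placed 3 SD over the median of all compounds, cut at about 26% in these data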;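 also: 0% = nicotinamide-treated wells and 100% = cells grown without nicotinamide; some compounds called inactive have numbers as strong as hits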
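Material: Modified budding yeast, DeaD strain | Medium: Restrictive glucose medium | Probe or stimulus: 1.5 mM nicotinamide | Dosing: Single dose 10 µM compound, 0.25% DMSO | Times: 48 h at 30 °C | Technique: OD615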
Measles CPE: protection of cells from measles virus; Measles virus-infected cells, CPE protection, absorbance; protection (pct of control), % at 4 µM; actives 1.5% (n = 140,000); AID 841; in the data active = protection mostly above about 24%, no sharp cut-off; inactive = mostly below about 26%; also: some compounds called inactive have numbers as strong as hits
Phagocyt inh: blocks phagocytosis by macrophages. J774A.1 macrophage IgG-bead phagocytosis, imaging. inhibition, % at 5 µM. actives 0.07% (n = 110,000). AID 1029;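 active = inhibition above the mean of the plate negative controls plus 5 SD, cut at about 13% in these data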;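 also: phagocytic index as fraction of beads internalized from green versus red external bead signal; plate controls were DMSO negative control for no effect and cytochalasin-D positive control for full effect; some results beyond the cut were filed as inactive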
E-sel TNF inh: blocks E-selectin expression induced by TNF alpha; HUVEC TNFa-induced E-selectin immunofluorescence, high content; inhibition, % at 2 µM; actives 0.71% (n = 120,000); AID 1246;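 active = inhibition above the batch mean plus 3 SD, and confirmed as a hit on visual image review, cut at about 43% in these data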;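 also: 0% = TNF-stimulated DMSO wells and 100% = unstimulated control wells; not every result past the cut was called active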
PTEN del growth: PTEN-deleted cell growth suppression | viability, % at 10 µM | HCT116 PTEN-null viability, CellTiter-Glo, 60 h; stronger effect = lower value | actives 1.2% (n = 140,000) | AID 827;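 active = viability at or below a set limit, 4 SD under the median of all tested compounds, cut at about 3.7% in these data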;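 also: PTEN knockout HCT116 line with beta catenin targeted HCT116 as companion control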
NPY-Y2 antag: NPY-Y2 (human) receptor antagonism. P49146. NPY-Y2 expressing cells, antagonist mode. inhibition, % at 2.7 µM. actives 0.99% (n = 140,000); in the data active = inhibition above about 17%;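 also: 0% = vehicle with agonist challenge and 100% = reference antagonist with challenge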
Target sequence (P49146 whole entry, looked up): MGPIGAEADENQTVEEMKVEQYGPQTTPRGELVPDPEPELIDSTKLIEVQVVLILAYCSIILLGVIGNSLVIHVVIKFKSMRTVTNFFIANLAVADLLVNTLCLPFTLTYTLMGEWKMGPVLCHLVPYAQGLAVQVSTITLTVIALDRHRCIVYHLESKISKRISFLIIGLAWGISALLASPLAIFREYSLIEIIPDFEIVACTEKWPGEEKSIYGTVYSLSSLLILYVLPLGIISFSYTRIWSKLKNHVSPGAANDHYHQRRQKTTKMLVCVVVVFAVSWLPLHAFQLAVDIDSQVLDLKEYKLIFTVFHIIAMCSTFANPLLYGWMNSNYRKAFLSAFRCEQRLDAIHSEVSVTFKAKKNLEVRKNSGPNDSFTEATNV
MRP-1 activ: MRP-1 activation | H69AR cells + doxorubicin, viability rescue, CellTiter-Glo | viability increase, % at 10 µM | actives 0.61% (n = 140,000);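 active = viability gain under doxorubicin at or above a set limit, the compound median plus 3 SD, cut at about 4.7% in these data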;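 also: MRP-1 overexpressing cells given doxorubicin 25 µM after compound pretreatment; 18-22 h compound pretreatment then 72 h with doxorubicin before readout; 0% = doxorubicin-only wells and 100% = vehicle-treated cells without doxorubicin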
* = called active by the depositor; . = no result given.

compound | GALR2 blocker | Phagocyt inh | PTEN del growth | bCat KO growth | E-sel TNF inh | Measles CPE | MRP-1 activ | Yeast life ext | Yeast growth inh | NPY-Y2 antag
Cc1ccc2c(c1C)NC(=O)C2(O)CC(=O)c1ccc2c(c1)OCO2 (stereo unspecified) | 0 | -2 | 87 | 91 | -20 | 33 | -3.5 | -3 | 3 | 1
CC(C)(Oc1ccc(CCNC(=O)c2ccc(-c3ccccc3)o2)cc1)C(=O)O | -6 | -11 | 95 | 91 | 9 | 2 | 2.2 | -3 | -33 | 4
Cc1nnc(SCc2ccccc2Cl)n1CC1CCCO1 (stereo unspecified) | -9 | . | 95 | 91 | 17 | 3 | -3.1 | -15 | 10 | 0
O=C(c1cccc(F)c1)N1CCN(Cc2c[nH]c3ccccc23)CC1 | 16 | . | 93 | 87 | 1 | 3 | -3.0 | 0 | -33 | 0
Nc1nc(-c2ccccc2)nc2sc3c(c12)CCCC3 | 24 | . | 64 | 69 | 42 | 5 | -3.0 | -7 | -32 | 4
Cc1c(/C(O)=C2/C(=O)C(=O)N(CCN3CCOCC3)C2c2cccnc2)cnn1-c1ccccc1 (stereo unspecified) | 14 | -1 | 102 | 94 | 9 | 11 | -1.6 | -6 | -27 | 2
COC(=O)C1CSC(C(=O)OC)N1C(=O)CN1CC(C)OC(C)C1 (stereo unspecified) | 5 | -1 | 104 | 104 | 47 | 13 | 0.3 | 2 | -46 | 1
Cc1csc(Sc2ccc([N+](=O)[O-])cc2C(=O)OCC(=O)NC(=O)NC(C)(C)C)n1 | 11 | -2 | 89 | 81 | . | 9 | -1.0 | -16 | -16 | -2
CCOC(=O)c1c(C)n(C)c2ccc(OC)c(NC(=O)CN3CCN(Cc4ccccc4)CC3)c12 | 4 | . | 101 | 105 | -16 | 4 | -1.6 | -10 | -45 | 3
COc1ccc(C2=Nn3c(nnc3-c3ccncc3)SC2)cc1 | -15 | 1 | 73 | 78 | 1 | 9 | -0.9 | -8 | -1 | 3
COC(=O)CSc1nnc(CNC(=O)c2cccs2)n1-c1cc(OC)ccc1OC | 15 | 0 | 92 | 90 | -5 | 19 | -1.8 | -10 | -35 | 1
CC(=O)c1cc(-c2ccccc2)n(CC(=O)Nc2cc(C)cc(C)c2)c1C | 21 | -4 | 37 | 56 | . | 9 | -2.7 | -3 | -21 | 2

Additional results
compound | GALR2 blocker | Phagocyt inh | PTEN del growth | bCat KO growth | E-sel TNF inh | Measles CPE | MRP-1 activ | Yeast life ext | Yeast growth inh | NPY-Y2 antag
Cc1ccccc1OCC(=O)Nc1cccc2nsnc12 | 14 | . | 96 | 90 | -30 | 2 | -4.6 | . | -34 | 6
COc1ccc(CCNC(=O)C2CCCN2C(=O)NC2CCCCC2)cc1OC (stereo unspecified) | -3 | -2 | 89 | 92 | -37 | 4 | -2.3 | 6 | -29 | 2
O=C(Nc1ccccc1)N1CCC(=S)Nc2ccccc21 | 4 | -2 | 101 | 97 | . | 13 | -1.7 | 0 | -14 | 0
O=C(CSc1nc2c(c(=O)[nH]1)CCCC2)Nc1ccc(Cl)cc1F | -7 | 2 | 99 | 97 | . | 7 | -0.2 | -4 | -8 | -2
COCCCNS(=O)(=O)c1ccc2c(c1)CCN2C(C)=O | -19 | -1 | 102 | 88 | 5 | 11 | -1.4 | -20 | -22 | -1
Cc1ccc(-c2nnc(Nc3ccc4c(c3)nc(C)n4C)c3ccccc23)cc1 | 2 | . | 65 | 50 | -4 | 27 | -4.8 | -12 | -41 | 0
Cc1cc(C)cc(NC(=O)C(NCC2CCCO2)c2ccccc2)c1 (stereo unspecified) | 9 | 0 | 90 | 81 | . | 15 | -3.1 | 2 | -36 | 6
CC(=C/c1ccccc1)/C=N/n1c(-c2ccco2)n[nH]c1=S | 6 | . | 98 | 101 | 1 | 17 | -2.9 | -20 | -30 | 1
C=CCNC(=O)C1CCN(S(=O)(=O)c2ccccc2)CC1 | -3 | 0 | 109 | 106 | . | 32 | 0.3 | -4 | -37 | 2
CC1CCCCC1NC(=O)C1CCN(S(=O)(=O)N2CCOCC2)CC1 (stereo unspecified) | -3 | -3 | 96 | 109 | -21 | 4 | -0.9 | -10 | -15 | 1
Nc1ccc2c(C(F)(F)F)cc(=O)oc2c1 | 39* | 0 | 98 | 93 | -17 | 16 | -3.8 | -27 | 11 | -1
Cc1cc(NC(=O)COC(=O)C2CCN(S(=O)(=O)c3ccc(Cl)cc3)CC2)no1 | 6 | -1 | 94 | 92 | . | 17 | 0.8 | -9 | -36 | 3

(continued)
compound | GALR2 blocker | Phagocyt inh | PTEN del growth | bCat KO growth | E-sel TNF inh | Measles CPE | MRP-1 activ | Yeast life ext | Yeast growth inh | NPY-Y2 antag
NC(=O)CSc1nnc(-c2cccs2)n1-c1ccccc1 | -4 | . | 108 | 99 | 16 | 11 | -1.5 | -22 | -8 | -2
CC1=NN(C(=O)c2ccc(C)cc2)C(O)(C(F)(F)OC(F)(F)F)C1 (stereo unspecified) | -1 | . | 80 | 82 | 11 | 6 | 0.6 | 25 | 9 | 1
C=CCN(CC=C)S(=O)(=O)c1ncn[nH]1 | 2 | -1 | 99 | 98 | -3 | 2 | -1.7 | 7 | -31 | 0
CC(=O)Nc1ccc(NC(=O)C(C)OC(=O)C2CC3C=CC2C3)cc1 (stereo unspecified) | 23 | -8 | 97 | 95 | -64 | 18 | -0.2 | -4 | -20 | 3
CCOC(=O)c1c(C)[nH]c(C)c1C(=O)CSc1nc2ccccc2c(=O)n1-c1ccc(CC)cc1 | -7 | -13 | 39 | 54 | . | 6 | -2.8 | 3 | -62 | -3
C/C(=N\NC(=O)c1c[nH]c2ccccc12)c1ccco1 | 8 | 0 | 98 | 86 | 20 | 23 | -2.2 | -8 | -38 | 2
C=CCOc1c2ccc(C(=O)NCCc3ccc(C)cc3)cc2nn1C | 2 | . | 95 | 106 | -56 | 17 | -3.1 | -24 | -29 | 7
N#CC1=C2N=C(N)c3c(sc4c3CCCCC4)N2C2=C(C(=O)CCC2)C1c1ccccc1 (stereo unspecified) | -5 | 2 | 72 | 68 | -14 | . | -1.0 | -13 | -79 | 0
NC(=O)c1ccc(-c2ccc(Br)cc2)o1 | 0 | 0 | 78 | 75 | 43* | 11 | 3.2 | -25 | -1 | 2
CCOC(=O)N1CCN(C(=O)c2ccc(C)c(S(=O)(=O)Nc3cccc(C)c3C)c2)CC1 | -11 | -2 | 80 | 85 | -16 | 6 | -4.5 | -6 | -21 | -1
COc1ccc2c(=O)c3c(=O)n(Cc4ccco4)c(-c4ccco4)nc3oc2c1 | -7 | -2 | 99 | 96 | 7 | 6 | -2.2 | 75* | -66 | -1
O=S(=O)(c1cccc2nsnc12)N1CCCC1 | 3 | . | 89 | 91 | 20 | 8 | -1.9 | -8 | -18 | 0

More records
compound | GALR2 blocker | Phagocyt inh | PTEN del growth | bCat KO growth | E-sel TNF inh | Measles CPE | MRP-1 activ | Yeast life ext | Yeast growth inh | NPY-Y2 antag
Cc1ccnc(NS(=O)(=O)c2ccc(NS(=O)(=O)c3ccccc3)cc2)n1 | 5 | . | 99 | 93 | 8 | 10 | 1.1 | . | -25 | 1
CN1CCN(C(=O)/C(=C\c2cccs2)NC(=O)c2ccco2)CC1 | 6 | -7 | 105 | 87 | . | 13 | -3.4 | -3 | -27 | 5
CC(=O)Nc1nc(-c2ccc(Cl)cc2)nc(C)c1C(C)=O | 21 | -1 | 85 | 100 | -38 | 3 | -1.1 | -14 | -19 | 1
CCCCC(CCCC)=N/N=C/c1c(O)n(CC)c2cc(C3=NNC(=O)CC3)ccc12 | -2 | . | 31 | 39 | -33 | 16 | -7.6 | . | -40 | 1
CCOC(=O)c1cnc2ccc(C)cc2c1OCc1cc(F)cc(F)c1 | -14 | 0 | 95 | 88 | -34 | 2 | -1.4 | -6 | -24 | 2
CCOC(=O)c1cn(-c2ccccc2CO)c2c(F)c(F)c(F)cc2c1=O | 4 | . | . | 99 | -7 | 5 | -1.5 | 2 | -10 | 0
O=C(COC(=O)COc1ccc(Nc2ccccc2)cc1)NCc1ccco1 | -23 | -3 | 99 | 94 | . | 11 | -3.7 | -5 | -19 | 1
CCOc1ccc(C2Oc3nc(SC)nnc3-c3ccccc3N2C(C)=O)cc1OC (stereo unspecified) | -4 | 0 | 95 | 90 | -20 | 2 | -0.9 | -5 | -46 | 3
Cc1ccc(N2C(=O)CC2(C#N)c2ccc(OCc3ccccc3)cc2)cc1 (stereo unspecified) | 2 | -1 | 72 | 80 | -1 | 27 | -2.9 | 12 | -16 | -3
Cc1ccccc1Nc1nc(N)nc(COC(=O)c2cccc(S(=O)(=O)N(C)C)c2)n1 | -12 | 1 | 83 | 88 | . | 4 | -1.4 | -2 | -15 | 3
O=C(O)c1ccc(Sc2nnc(-c3cccc(Br)c3)o2)c([N+](=O)[O-])c1 | -4 | -1 | 99 | 97 | 2 | 15 | 1.4 | -11 | -27 | 8
COc1cc2c(cc1OC)C(=S)NC(C)(C)C2 | -1 | 1 | 99 | 98 | 0 | 6 | 0.8 | -3 | -6 | 8

Additional compounds follow:
compound | GALR2 blocker | Phagocyt inh | PTEN del growth | bCat KO growth | E-sel TNF inh | Measles CPE | MRP-1 activ | Yeast life ext | Yeast growth inh | NPY-Y2 antag
CSc1nnc(-c2ccccc2)n1C | 10 | . | 107 | 94 | 13 | 4 | 0.4 | -3 | -38 | -1
O=C(Nc1cccnc1)c1ccco1 | -12 | 0 | 78 | 77 | 5 | 21 | -3.4 | -7 | -42 | 2
COc1ccc(OC)c2sc(NC(=O)c3ccc(Br)s3)nc12 | 15 | 0 | 60 | 72 | 4 | 4 | -0.8 | -12 | -17 | -2
CCCOc1ccc(-c2nc(OC)c3ccccc3n2)cc1 | 12 | . | 72 | 69 | -18 | 3 | -3.2 | -28 | 3 | 3
C=CCNc1sc(C(=O)c2ccc(C)cc2)c(N)c1C#N | 0 | 4 | 97 | 94 | 3 | 10 | -0.4 | -20 | -2 | 0
COc1ccccc1NC(=O)C1=C(C)Nc2nnnn2C1c1ccccn1 (stereo unspecified) | 16 | . | 86 | 93 | 15 | 21 | -4.2 | -2 | 18 | -1
CCn1nc(C(=O)OCC(=O)c2cc(C)n(Cc3cccs3)c2C)c2ccccc2c1=O | -14 | -2 | 103 | 91 | 16 | 12 | -0.4 | -1 | -36 | 24*
COc1ccc2nc(C)cc(N3CC(C)OC(C)C3)c2c1 (stereo unspecified) | -12 | 1 | 65 | 61 | . | 27* | -4.5 | -4 | -49 | 10
Cc1nc(CC(=O)N2CCN(c3cccc(C)c3C)CC2)cs1 | -6 | -3 | 84 | 87 | . | 13 | -0.7 | -8 | -6 | 2
N#Cc1cnn2c(-c3ccccc3)ccnc12 | -6 | -1 | 116 | 112 | -4 | 3 | 0.8 | -20 | -43 | 7
COc1cccc(NC(=O)CSC2=C(C#N)C(c3ccco3)C3=C(CCCC3=O)N2)c1 (stereo unspecified) | -8 | -1 | 23 | 17 | . | 9 | -1.5 | -12 | -59 | 3
COc1cc2c(cc1OC)C(c1cccc(OC)c1OC)CC(=O)N2 (stereo unspecified) | -5 | 3 | 76 | 85 | . | 16 | -1.9 | -11 | -1 | 2

Screens deposited in PubChem BioAssay by several laboratories.
